# Bioassay records (PubChem BioAssay)
# SMN2 splice enh = increases expression of the SMN2 splice variant; HEK293 SMN2-luciferase splicing reporter, luminescence, 30-36 h; Potency, µM (series often up to 46.1 µM), without a hit: top-dose activity change, positive = activation, actives largely listed as activators; 210,000 compounds, 2.8% hits; note: potency is the fitted concentration of half-maximal effect; % of control where 0% means no effect; nearly all actives have a fitted effect of over 55% in size
#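 qHTS luciferase splicing reporter: luminescence rises when SMN2 exon 7 is included in transfected HEK293 cells. Compound exposure lasted 30-36 h at 37C, with 4.5 mM final sodium butyrate as control, followed by a ONE-Glo read.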
# KinaseGlo FLuc = blocks Kinase-Glo luciferase, a counter-screen artifact; Q27757; Kinase-Glo luciferase, ATP luminescence, 8 min; Potency, µM (top dose mostly 38.3 µM), inactives show at the highest dose activity change, negative = inhibition, actives largely listed as inhibitors; 200,000 compounds, 0.28% hits; note: potency is the fitted concentration of half-maximal effect; % is set by controls: 0 for no effect and ±100 for the full control effect; nearly all actives have a fitted effect of over 60% in size
#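 Compound is pinned into ATP-containing buffer (10 uM ATP, imidazole pH 7.2, 7 mM MgCl2). Kinase-Glo luciferase reagent is then added. Light output is recorded following an 8-min room-temperature incubation.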
# LMNA splice mod = changes lamin A minigene splicing in HeLa cells | Potency, µM (highest dose often 46.1 µM), inactives show top-dose ratio change, negative = inhibition, hits mostly inhibitors | HeLa LMNA splicing GFP/RFP minigene ratio, 48 h | 200,000 compounds, 0.01% hits; active = well fitted inhibition curve with a large enough effect in the signal ratio, with a control signal flat, not every such curve was filed as active; inconclusive = small, poorly fitted or top-dose-only effect, or effect the other way, or a change in a side signal; the % refers to the signal ratio; note: potency is the fitted concentration of half-maximal effect; % is set by controls: 0 for no effect and ±100 for the full control effect
#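 S3 HeLa stable clones carrying a lamin A-EGFP splicing minigene plus DsRed2 were seeded at 600 cells/well in Opti-MEM with 2% FBS, pin-dosed and incubated 48 h at 37°C. Acumen cytometry (488 nm) gave the GFP/RFP total-intensity ratio.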
# HTT aggregate = inhibitors of mutant huntingtin aggregate formation in PC12 cells | AID 1688 | 220,000 compounds, 1.1% hits | Potency, µM (doses to about 46.1 µM), inactives show at the top dose activity change, negative = inhibition, hits mostly inhibitors | PC12 HttQ103-GFP aggregates, Acumen cytometry, 40 h; note: potency is the fitted concentration of half-maximal effect; % is set by controls: 0 for no effect and ±100 for the full control effect; nearly all actives have a fitted effect of over 60% in size
#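 PC12 cells stably carrying ecdysone-inducible HTT exon 1 Q103–GFP were induced with tebufenozide (100 nM final) and treated with library compounds in titration. GFP aggregates in lysates were counted by laser scanning cytometry.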
# IMPase Li inh = cell-permeable IMPase inhibitors with lithium potentiation. CHO-M1 cells, IP1 TR-FRET (IP-One), carbachol + lithium. Potency, µM (doses to about 59.4 µM), for the others: at the top dose activity, negative = IMPase inhibition, usual class: inhibitors. 210,000 compounds, 0.35% hits. AID 1457;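 note: IP1 builds up when IMPase is blocked and the TR-FRET signal falls; potency is the fitted concentration of half-maximal effect; plate controls were basal vehicle for no effect and high inhibitor control for full effect; nearly all actives have a fitted effect of over 50% in size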
#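 Steps: plate 2000 CHO-M1 cells per well and culture 16–30 h; add compound and lithium; incubate 30 min, 37C; add d2-IP1 tracer and Eu cryptate anti-IP1 antibody in lysis buffer; read after 10 min at room temperature.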
# HTT cytoprotect = protects HTT-Q103 PC12 cells, measured by ATP; 230,000 compounds, 0.14% hits; PC12 HTT-Q103 induced, cytoprotection, ATP luminescence, 40 h; Potency, µM (highest dose often 56.4 µM), inactives show cytoprotection (ATP increase), hits mostly activators; AID 1471;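 note: potency is the fitted concentration of half-maximal effect; % of control where 0% means no effect; nearly all actives have a fitted effect of over 45% in size; toxic huntingtin expression switched on by the ecdysone agonist tebufenozide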
#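 Compounds added alongside 100 nM tebufenozide, which induces toxic Q103 huntingtin exon 1-GFP in stable PC12 cells; surviving cells quantified by luminescent ATP measurement. Medium: phenol red-free DMEM, 5% equine and 5% calf serum.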
# CBFb-RUNX1 inh = blocks binding between human CBF-beta and RUNX1; AID 1477; Q01196+Q13951; AlphaScreen CBFb-His/RUNX1-biotin binding, biochemical; 230,000 tested, under 10 active; Potency, µM (doses to about 59.8 µM), inactives show top-dose activity, negative = inhibition, most hits filed as inhibitors; note: % of control where 0% means no effect
# Target sequence (Q01196 whole entry, looked up): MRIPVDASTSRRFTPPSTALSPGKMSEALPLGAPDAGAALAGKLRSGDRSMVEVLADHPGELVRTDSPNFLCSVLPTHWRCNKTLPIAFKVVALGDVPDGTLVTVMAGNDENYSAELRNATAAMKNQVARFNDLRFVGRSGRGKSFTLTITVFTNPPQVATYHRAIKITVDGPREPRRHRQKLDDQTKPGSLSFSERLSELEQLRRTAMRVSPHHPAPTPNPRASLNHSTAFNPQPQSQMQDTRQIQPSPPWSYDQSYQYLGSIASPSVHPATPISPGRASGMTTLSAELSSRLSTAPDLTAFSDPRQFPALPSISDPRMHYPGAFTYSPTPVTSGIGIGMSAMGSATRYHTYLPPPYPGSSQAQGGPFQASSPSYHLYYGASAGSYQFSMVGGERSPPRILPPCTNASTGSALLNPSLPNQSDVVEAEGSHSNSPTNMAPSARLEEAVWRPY
# Target sequence (Q13951 whole entry, looked up): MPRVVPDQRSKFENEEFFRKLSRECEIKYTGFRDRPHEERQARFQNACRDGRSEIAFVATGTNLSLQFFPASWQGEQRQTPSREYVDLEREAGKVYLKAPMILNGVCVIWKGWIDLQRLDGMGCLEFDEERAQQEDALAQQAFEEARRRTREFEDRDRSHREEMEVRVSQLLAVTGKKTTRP
#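 CBF-beta (His) and RUNX1 (biotin), 30 nM each; 20 min preassociation; + compound, 15 min; + beads 50 ng each (Ni, streptavidin), 90 min; RT; AlphaScreen read.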
# Active calls of the source: *; ? = inconclusive; nt = not tested or not shown; [ ] = dose if it differs, or a comment. Unless noted, calls come from the whole dose curve; as a rule, active = well fitted curve in the direction sought with a large enough effect; inconclusive = small, poorly fitted or top-dose-only effect, or another doubt; inactive = no such curve, though single readings can be large; an effect the other way counts as inactive or inconclusive. Random draw from the library; about 4% have a hit in one of these screens.
SMILES,SMN2 splice enh,KinaseGlo FLuc,LMNA splice mod,HTT aggregate,IMPase Li inh,HTT cytoprotect,CBFb-RUNX1 inh
CCN=C1S/C(=C\c2ccc(Sc3ccc(Cl)cc3)o2)C(=O)N1CC,-11%,-2%,1%,4%,1%[38.3 µM],-27%,3%
C/C(=N/OC(=O)c1cccc(Cl)c1)c1nccs1,-4%,-13%,5%,-2%,-6%[38.3 µM],18%,-5%
O=C1OC(=O)c2cc([N+](=O)[O-])ccc21,2%,nt,nt,nt,-13%,-11%,27%[21.7 µM]
C=CCNC(=O)c1onc(CSc2ccccn2)c1C(=O)NCC=C,nt,nt,nt,-23%[9.22 µM],nt,-16%[10 µM],19%
O=S(=O)(Nc1nc2ccccc2nc1Nc1ccc2c(c1)OCCO2)c1cccs1,-8%,-1%,-9%,?,?,-4%[0.074 µM],?
N=c1c2c(ncn1CCCO)Oc1cc(O)ccc1C2c1ccccc1 (configuration not stated),nt,nt,nt,14%[9.22 µM],nt,10%[10 µM],3%
Cc1cc(C)nc(N2CCC(C(=O)NCc3cccs3)CC2)n1,nt,nt,1%,-8%,nt,1%,1%
O=C1CN(c2nnnn2-c2ccccc2)CCN1,1%,-1%,0%,-18%,14%[38.3 µM],12%,-4%
O=S(=O)([N-]c1nc2ccccc2nc1-n1cc[n+](Cc2ccccc2)c1)c1ccc(Br)cc1,nt,nt,nt,24%[9.22 µM],nt,31%[10 µM],3%
COc1ccc(NC(=O)CC23CC4CC(C2)CC(n2nnc(C)n2)(C4)C3)cc1,-4%,-6%,nt,-2%,8%,-6%,1%
Cc1cc(N)n(-c2nc3ccccc3s2)n1,nt,-1%,-34%[46 µM],-42%[9.22 µM],4%,-59%[inhibitor][10 µM],5%
O=C1CC(Sc2cccs2)C(=O)N1c1ccccc1 (configuration not stated),nt,nt,15%[46 µM],-6%[9.22 µM],nt,4%[10 µM],-3%
COc1ccc(-c2nnc(SCC(=O)NC(C)C)n2CC2CCCO2)cc1OC (configuration not stated),-2%,-3%,13%,8%,-3%[38.3 µM],0%,3%
CC(CO)N1CCS(=O)(=O)CC1 (configuration not stated),-10%,-2%,16%,16%,22%[38.3 µM],12%,3%
CCC[C@@H]1C[C@@]1(CCC)C(NS(=O)(=O)c1cccc2cccnc12)c1ccc(Cl)cc1 (some centres not stated),-17%,1%,nt,nt,12%,-48%[inhibitor],19%
O=C(CC1NCCNC1=O)Nc1cccc([N+](=O)[O-])c1 (configuration not stated),5%,1%,?,14%,3%,-15%[10 µM],3%
CCC(CC)C(=O)Nc1cccc(C(=O)Nc2ccc3c(c2)OCO3)c1,8.9µM*,0%,-7%,-2%,31%[38.3 µM],-13%,-1%
CC1(C)CC(=O)C(C=Nc2ccc(O)cc2)=C(O)C1,-5%,-9%,-6%,7%,-10%[38.3 µM],-11%,6%
CC(=O)Nc1cc(C)nn1-c1nc(C)cc(C)n1,19%,2%,-7%[46 µM],8%,2%,5%,9%
CC(NCC(=O)Nc1cc(S(=O)(=O)N2CCCCCC2)ccc1Cl)c1ccccc1 (configuration not stated),-43%[inhibitor],1%,nt,?,16%,-21%,2%
CN(Cc1ccccc1)S(=O)(=O)c1ccc(C(=O)Nc2nnc(C3CC3)o2)cc1,-72%[inhibitor],-1%,?,?,4%[38.3 µM],-45%[inhibitor],-16%
O=C(N1CCOCC1)C(F)(F)C(=O)N1CCOCC1,-12%,-5%,-2%,17%,5%[38.3 µM],-31%,2%
CCOC(=O)c1sc2nc(CSc3ccccc3)nc(N3CCC(C(N)=O)CC3)c2c1C,-7%,1%,nt,-5%,21%,-12%,-2%
O=C1CCCC/C1=N\Nc1ccc(C2CCCCC2)cc1,nt,nt,nt,-2%[9.22 µM],nt,-19%[10 µM],-4%
N#CC(c1ccccc1O)N1N=C(c2ccccc2)CC1c1ccccc1 (configuration not stated),nt,nt,nt,9%[9.22 µM],nt,-3%[10 µM],4%
# Following part
SMILES,SMN2 splice enh,KinaseGlo FLuc,LMNA splice mod,HTT aggregate,IMPase Li inh,HTT cytoprotect,CBFb-RUNX1 inh
Cc1cccc(C(=O)NC(NCCc2ccccc2)C(Cl)(Cl)Cl)c1 (configuration not stated),-10%,-5%,?,?,30%[38.3 µM],-56%[inhibitor],-6%
COc1ccc(Cl)cc1/C=C(\C#N)C(N)=O,nt,1%,nt,-6%[9.22 µM],-1%,-22%[10 µM],1%
CC(=O)Nc1ccc(S(=O)(=O)Nc2nccc(C3Cc4ccccc4C(=O)O3)n2)cc1 (configuration not stated),8%,-1%,2%,23%,-1%[38.3 µM],8%[0.074 µM],-1%
Cc1ccc(NC(=O)c2c(-c3ccccc3Cl)noc2C)nc1,nt,nt,nt,1%[9.22 µM],nt,10%[10 µM],0%
CCC(C)NC(=O)C1CCN(S(=O)(=O)c2ccc(OC)cc2)CC1 (configuration not stated),-7%,-4%,?,20%,12%[38.3 µM],-6%,3%
c1ccc(OCCCN2CCCC2)cc1,-23%,3%,18%,9%[9.22 µM],55%[activator][38.3 µM],2%,-1%
CN(C)c1cccc(-c2nnc(SCCCC#N)o2)c1,11µM*,-1%,-11%[0.0737 µM],8%,-5%[38.3 µM],-45%[inhibitor],-1%
COc1ccc(NC(=O)COC(=O)C(CC(C)C)N2C(=O)C3CC=CCC3C2=O)cc1Cl (configuration not stated),-35%[inhibitor],4%,5%,-4%,14%,26%[10 µM],2%
COc1ccccc1N(CC(O)COc1ccc(C)cc1)S(=O)(=O)c1ccccc1 (configuration not stated),nt,nt,-13%,-11%,nt,-8%[10 µM],-2%
CCCn1c(SCC(=O)Nc2nc3c(s2)CCCC3)nc2c1c(=O)n(C)c(=O)n2C,-17%,-1%,5%,?,7%[38.3 µM],17%[10 µM],-2%
COc1cccc(C2c3[nH]c4ccccc4c3CCN2Cc2cnn(C)c2)c1 (configuration not stated),nt,nt,nt,5%[9.22 µM],nt,30%[10 µM],2%
C=CCn1c(SCC(=O)NCc2ccco2)nc2ccccc2c1=O,-2%,0%,-5%[46 µM],-7%,8%,-11%,-8%
CCC(CC)NC(=O)Nc1ccc(C)cc1,nt,nt,nt,14%[9.22 µM],nt,30%[10 µM],10%
Nc1nc(N)c2ncc(C(=O)CCc3ccccc3)nc2n1,-1%,2%,nt,-7%,-1%,-29%,-1%
CCCCn1ccnc1C(=O)c1ccc(S(=O)(=O)N2CCCC2)cc1,nt,nt,nt,-7%[9.22 µM],nt,6%[10 µM],4%
Cc1cc(C)cc(N(CC(=O)NCc2ccco2)C(=O)c2snc(C(N)=O)c2N)c1,21%,6%,1%,-20%,8%,-26%[10 µM],0%
NC(=O)CC(NC(=O)c1ccccc1)c1ccc(NC2CCCC2)c([N+](=O)[O-])c1 (configuration not stated),nt,nt,nt,-17%[9.22 µM],nt,16%[10 µM],2%
O=C(O)c1ccccc1C(=O)NC1Cc2ccccc2C1,nt,nt,nt,-5%[9.22 µM],nt,17%[10 µM],14%
Cc1nnc(NCCc2ccccc2)[nH]c1=O,6%,-2%,10%,14%[9.22 µM],1%[38.3 µM],3%,5%
Cc1c(C(=O)OCC(=O)N(CCC#N)c2ccccc2)oc2c1ccc1ccccc12,-16%,2%,1%,-25%,-2%[38.3 µM],-36%,2%
COc1ncc2nc(CCc3ccccc3)c(=O)n(CCc3ccccc3)c2n1,nt,nt,?,nt,?,-37%[inhibitor],nt
CCN1C(=O)/C(=C/c2cccs2)S/C1=N\S(=O)(=O)c1ccc(C)cc1,?,0%,-5%,-8%,16%,25%[10 µM],-1%
CC1=NN(C(=O)c2ccccc2-n2cccc2)C(O)(C(F)(F)F)C1 (configuration not stated),8%,13%,?,-6%,-5%,nt,-7%
CCOc1ccc(-c2[nH]nc3c2C(c2ccc4c(c2)OCO4)C(C#N)=C(N)O3)cc1OC (configuration not stated),6%,4%,0%,18%,11%[38.3 µM],-11%,-7%
CC(C)Cn1c(=O)[nH]c(=O)c2c(C(F)(F)F)cc(-c3ccccc3)nc21,nt,nt,nt,-34%[9.22 µM],nt,1%[10 µM],10%

# Reprinted at random: four compounds from above.
SMILES,SMN2 splice enh,KinaseGlo FLuc,LMNA splice mod,HTT aggregate,IMPase Li inh,HTT cytoprotect,CBFb-RUNX1 inh
O=C(O)c1ccccc1C(=O)NC1Cc2ccccc2C1,nt,nt,nt,-5%[9.22 µM],nt,17%[10 µM],14%
COc1ncc2nc(CCc3ccccc3)c(=O)n(CCc3ccccc3)c2n1,nt,nt,?,nt,?,-37%[inhibitor],nt
CCCCn1ccnc1C(=O)c1ccc(S(=O)(=O)N2CCCC2)cc1,nt,nt,nt,-7%[9.22 µM],nt,6%[10 µM],4%
c1ccc(OCCCN2CCCC2)cc1,-23%,3%,18%,9%[9.22 µM],55%[activator][38.3 µM],2%,-1%

# Next section:
SMILES,SMN2 splice enh,KinaseGlo FLuc,LMNA splice mod,HTT aggregate,IMPase Li inh,HTT cytoprotect,CBFb-RUNX1 inh
O=C(CNC(=O)c1cnccc1C(F)(F)F)c1cccc(Cl)c1,nt,nt,nt,-9%[9.22 µM],nt,-4%[10 µM],2%
Cc1cccc(NC(=O)CN2C(=O)N/C(=C/c3ccc(C)o3)C2=O)c1,-2%,2%,-14%,24%,-5%,-10%[10 µM],1%
O=C(C1=C[C@H](c2csc3ccccc23)C[C@H](OCc2ccc(CO)cc2)O1)N1CCN(Cc2ccccc2)CC1,nt,nt,nt,1%[9.22 µM],9%,18%[10 µM],?
CNC(=S)N(CCc1c(C)[nH]c2ccc(Cl)cc12)Cc1cc(OC)c(OC)c(OC)c1,4%,1%,?,2%,-1%,nt,-1%[2.36 µM]
Cc1occc(=O)c1OCc1c(F)cccc1Cl,0%,-1%,7%[46 µM],-9%,1%,0%[10 µM],-7%
Cc1c(NC(=S)NC(=O)c2ccco2)cccc1-c1nc2ncccc2o1,3%,-2%,nt,6%,-5%,-24%,-3%
COc1cccc(C(=O)Nc2c3c(nc4c2CCC4)CCCC3)c1,-1%,0%,8%,24%,0%,-31%[10 µM],12%
Nc1c(C(=O)O)sc2nc(-c3ccc(F)cc3)cc(-c3ccccc3)c12,nt,nt,nt,37%[9.22 µM],nt,-13%[10 µM],7%
O=C(Cc1ccc([N+](=O)[O-])cc1)NCC1CCCO1 (configuration not stated),14%,-1%,nt,-1%,7%,-24%,8%
